# TrxR1 substrate = qHTS Assay for Substrates of Mammalian Selenoprotein Thioredoxin Reductase 1 (TrxR1): qHTS; Potency, µM (top dose mostly 114 µM), without a hit: at the top dose activity change, negative = substrate turnover; hit rate 0.01% among 390,000; purified TrxR1 substrate turnover, NADPH consumption readout; further: potency means the concentration at half of the fitted maximal effect; on the % scale 0 is the no-effect control and ±100 the full control effect; nearly all actives have a fitted effect of over 50% in size
#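 Rat TrxR1, dispensed at 90 nM, was prereduced with 400 uM NADPH (final) for 5 min at ~22 deg C, then incubated with compound 15 min before 400 uM selenite. A first-read NADPH fluorescence drop versus no-compound background flagged substrates.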
# IDH1 R132H inh = qHTS for Inhibitors of mutant isocitrate dehydrogenase 1 (IDH1): qHTS; hit rate 0.093% among 390,000; AID 602179, 2012; Potency, µM (top dose mostly 76.6 µM), without a hit: at the highest dose activity change, negative = inhibition, most hits filed as inhibitors; IDH1-R132H enzyme, NADPH consumption, diaphorase/resazurin fluorescence; further: potency means the concentration at half of the fitted maximal effect; on the % scale 0 is the no-effect control and ±100 the full control effect; nearly all actives have a fitted effect of over 65% in size
# Target sequence (O75874 whole entry R132H, stated change not applied): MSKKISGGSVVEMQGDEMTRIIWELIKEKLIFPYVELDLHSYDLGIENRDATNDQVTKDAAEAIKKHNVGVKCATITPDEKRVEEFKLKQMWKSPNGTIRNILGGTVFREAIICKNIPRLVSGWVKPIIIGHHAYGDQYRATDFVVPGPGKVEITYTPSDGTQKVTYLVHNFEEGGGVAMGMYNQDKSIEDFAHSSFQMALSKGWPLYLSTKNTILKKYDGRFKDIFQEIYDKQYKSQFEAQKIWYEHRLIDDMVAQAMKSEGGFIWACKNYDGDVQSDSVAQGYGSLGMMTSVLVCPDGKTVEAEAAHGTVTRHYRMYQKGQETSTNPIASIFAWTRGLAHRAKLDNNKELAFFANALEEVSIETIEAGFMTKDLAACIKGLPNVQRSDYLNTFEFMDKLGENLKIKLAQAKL
#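 IDH1-R132H (0.5 ug/mL) preincubated 30 min with compound, then NADPH (0.016 mM) and alpha-KG (2 mM) added; 80 min at RT, pH 7.5. Remaining NADPH coupled via diaphorase/resazurin to fluorescence (540/590 nm); concentration-response curves normalized to no-enzyme control.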
# PI4K2A block = qHTS for small molecular inhibitors of PI4K2A | purified PI4K2A, ADP-Glo luminescence, 1 h; stronger effect = lower value | activity change, negative = inhibition, % at 76.9 µM | hit rate 0.13% among 420,000 | Phosphatidylinositol 4-kinase type 2-alpha (Homo sapiens), Q9BTU6 | AID 1346378, 2018; in the data active means activity change below about -50%; inconclusive means mostly about -30% to -49%;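 further: -100% = wells without enzyme as full effect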
#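 ADP-Glo luminescence measured ADP generated by PI4K2A enzyme (4 ug/mL before mixing) with 1.2 mM PI substrate (pre-mix) and 300 microM ATP (pre-mix). Tris pH7.5 buffer with MgCl2, Triton X-100; 1 h reaction at ambient temperature.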
# rTrxR1 inhibitor = qHTS Assay for Inhibitors of Mammalian Selenoprotein Thioredoxin Reductase 1 (TrxR1): qHTS; Thioredoxin reductase 1, cytoplasmic (Rattus norvegicus), O89049; recombinant rTrxR1, NADPH fluorescence consumption, selenite substrate; Potency, µM (top dose mostly 114 µM), for inactives: at the highest dose activity change, negative = inhibition, usual class: inhibitors; hit rate 1% among 390,000; further: potency means the concentration at half of the fitted maximal effect; on the % scale 0 is the no-effect control and ±100 the full control effect; nearly all actives have a fitted effect of over 65% in size
#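 Rat TrxR1 (90 nM in the dispensed reagent) was pre-reduced with 400 uM NADPH for 5 min at room temperature, then incubated with compound for 15 min. After 400 uM selenite was added, NADPH fluorescence (Ex 340/Em 450 nm) was followed for 8 min.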
# Pin1 inh = qHTS Assay to Find Inhibitors of Pin1 | Potency, µM (highest dose often 115 µM), for the others: top-dose activity, negative = inhibition, hits mostly inhibitors | Peptidyl-prolyl cis-trans isomerase NIMA-interacting 1 (Homo sapiens), Q13526 | hit rate 0.009% among 390,000 | Pin1 FP peptide displacement, HiFluor488, 10 min; active means well fitted inhibition curve with a large enough effect in the polarisation, with a control signal flat, not every such curve was filed as active; inconclusive means small, poorly fitted or top-dose-only effect, or effect the other way, or a change in a side signal; inactive means no such curve, though single readings can be large or run the other way; the % refers to the polarisation; further: potency means the concentration at half of the fitted maximal effect; on the % scale 0 is the no-effect control and ±100 the full control effect
# USP1-UAF1 inh = Inhibitors of USP1/UAF1: Primary Screen | Ubiquitin carboxyl-terminal hydrolase 1 (Homo sapiens), O94782 | recombinant USP1/UAF1, Ub-Rhodamine cleavage fluorescence | Potency, µM (top dose mostly 57.1 µM), for the others: at the highest dose activity change, negative = inhibition, actives largely listed as inhibitors | hit rate 0.23% among 390,000; further: potency means the concentration at half of the fitted maximal effect; on the % scale 0 is the no-effect control and ±100 the full control effect; nearly all actives have a fitted effect of over 60% in size; inactives centre near -12
#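 High-throughput fluorogenic screen: 1nM USP1/UAF1 complex, Ub-Rho substrate 150nM final, 50mM HEPES pH 7.8 with 0.5mM EDTA, 0.1 mg/ml BSA, 1mM TCEP and 0.01% Tween-20.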
# GLS inh = qHTS for Inhibitors of Glutaminase (GLS); GLS enzymatic activity, qHTS titration; Potency, µM (highest dose often 45.5 µM), for inactives: top-dose activity change, negative = inhibition, usual class: inhibitors; hit rate 0.21% among 410,000; further: potency means the concentration at half of the fitted maximal effect; on the % scale 0 is the no-effect control and ±100 the full control effect
#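 Coupled fluorescence readout: glutamate oxidase/HRP/Amplex Red detect glutamate formed by hKGA from L-glutamine (1 mM solution added). Buffer 45 mM KH2PO4 pH 8.2, 0.02% Tween-20; reads at t0 and 30 min RT.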
# PGK inhibitor = qHTS Assay to Find Inhibitors of Phosphoglycerate Kinase; Potency, µM (doses to about 57.5 µM), inactives show at the highest dose activity change, negative = inhibition, usual class: inhibitors; hit rate 0.043% among 380,000; PGK/GAPDH coupled, Kinase-Glo luminescence, 60 min; Phosphoglycerate kinase, glycosomal (Trypanosoma brucei brucei), P07378; further: potency means the concentration at half of the fitted maximal effect; on the % scale 0 is the no-effect control and ±100 the full control effect; nearly all actives have a fitted effect of over 60% in size
# Target sequence (P07378 whole entry, looked up): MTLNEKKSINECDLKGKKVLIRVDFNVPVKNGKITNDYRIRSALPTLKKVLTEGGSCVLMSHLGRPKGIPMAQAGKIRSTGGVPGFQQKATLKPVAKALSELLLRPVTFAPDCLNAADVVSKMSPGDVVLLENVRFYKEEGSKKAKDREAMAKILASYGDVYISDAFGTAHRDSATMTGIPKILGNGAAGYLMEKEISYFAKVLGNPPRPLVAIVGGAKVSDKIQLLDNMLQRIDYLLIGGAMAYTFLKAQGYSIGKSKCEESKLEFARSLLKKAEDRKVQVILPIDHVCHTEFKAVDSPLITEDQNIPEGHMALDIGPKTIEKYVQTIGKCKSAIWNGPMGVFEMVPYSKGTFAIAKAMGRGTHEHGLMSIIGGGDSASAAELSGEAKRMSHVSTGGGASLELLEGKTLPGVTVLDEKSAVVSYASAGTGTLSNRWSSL
#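 Recombinant glycosomal PGK reaction used 1,3-bisphosphoglycerate generated in-well by GAPDH (100nM final) in 100mM TEA pH 7.6, 5mM MgCl2, 0.01% Tween-20. After 60 minutes at room temperature, ATP was read by Kinase-Glo Plus luminescence end-point.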
# HP1b binding inh = HTS for Inhibitors of HP1-beta Chromodomain Interactions with Methylated Histone Tails. hit rate 0.56% among 390,000. Potency, µM (series often up to 114 µM), inactives show top-dose activity change, negative = inhibition, usual class: inhibitors. AlphaScreen HP1-beta / biotin-H3K9me3 peptide binding. Chromobox protein homolog 1 (Homo sapiens), P83916. AID 540317, 2011; further: potency means the concentration at half of the fitted maximal effect; nearly all actives have a fitted effect of over 70% in size; inactives centre near 23
# Target sequence (P83916 whole entry, looked up): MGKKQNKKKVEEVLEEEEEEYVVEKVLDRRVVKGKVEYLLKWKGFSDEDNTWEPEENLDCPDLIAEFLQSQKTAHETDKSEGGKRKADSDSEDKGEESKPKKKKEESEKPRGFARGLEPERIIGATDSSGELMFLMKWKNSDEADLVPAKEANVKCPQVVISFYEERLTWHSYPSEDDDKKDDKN
#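 HP1-beta protein (50 nM final) preincubated 30 min at room temperature with biotinylated H3(1-18)K9me3 peptide (50 nM) in PBS pH 7.4, 0.01% Tween-20, then compound added for 30 min. AlphaScreen streptavidin donor/nickel chelate acceptor beads (10 ug/mL final), 30 min dark, luminescence read.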
# * = called active by the depositor; i = inactive; ? = inconclusive; & = joins results of further samples; [ ] = remark or other dose. Unless noted, the call rests on the fitted dose curve; in most records, active means well fitted curve in the direction sought with a large enough effect; inconclusive means small, poorly fitted or top-dose-only effect, or another doubt; inactive means no such curve, though single readings can be large; an effect the other way counts as inactive or inconclusive. An excerpt; rates above refer to the full screens.
smiles,TrxR1 substrate,IDH1 R132H inh,PI4K2A block,rTrxR1 inhibitor,Pin1 inh,USP1-UAF1 inh,GLS inh,PGK inhibitor,HP1b binding inh
COc1ccc(N=c2oc3c(OC)cccc3cc2C(=O)NCc2ccco2)cc1OC,5%[57.1 µM],-1%,0,3%[57.1 µM],0%,-13%,-2%,-7%,10%
C=C[C@@]1(C)CCC(/C(C)=C/C=C/C(C)(C)O)C[C@@H]1C(=C)C (some centres undefined),-1%,6%,-1,?,4%,?,-3%,-5%,53%[activator]
Cc1ccc(OCCNC(=O)C2CC(=O)N(Cc3ccccc3)C2)cc1 (centres undefined),-10%,1%,2,-6%,-4%,-4%,7%,2%,20%
O=C(O)CCC(=O)Nc1sc2c(c1C(=O)Nc1ccccc1)CCCCC2,5%[57.1 µM],3%&-22%,-5&0,-15%[57.1 µM],1%&0%,-12%&6%,0%&12%,2%,-13%&37%
CC12C(=O)N(c3nccs3)C(=O)C1C1C=CC2C1 (centres undefined),-7%,1%,-6,-9%,-26%,-15%,0%,-4%,6%
COc1ccc(-c2cn3nc(N4CCC(C(=O)NCc5cccc(Cl)c5)CC4)sc3n2)cc1,-6%,12%,-11,-3%,-2%,-12%,4%,-9%,13%
CC(C)(C)C(=O)NC(=S)Nc1ccc(C(F)(F)F)cc1,-4%,-1%,2,?,?,-10%,4%,1%,41%[activator]
CC(NC(=O)CCNC(=O)c1ccco1)c1ccc(F)cc1 (centres undefined),4%,-5%,-4,11%,9%,-22%,-3%,-5%,37%
COc1ccc(CCNC(=O)CN2C(=O)c3ccccc3S2(=O)=O)cc1OC,-3%,1%,-4,2%,2%,-10%,4%,5%,26%
O=C(CSc1ncccn1)N/N=C/c1ccc2c(c1)OCO2,0%,3%,0,20%,-4%,-14%,0%,-4%,30%
CN(Cc1ccon1)C(=O)c1ccc2nc(Cc3cccc(Cl)c3)oc2c1,8%,13%,-22,10%,8%,-13%,7%,2%,43%[activator]
Cc1onc(-c2ccccc2)c1C(=O)N/N=C/c1ccccc1OC(C)C,7%,51%[activator],3,20%,-2%,-22%,-11%,-2%,41%[activator]
CCc1nnc(NC(=O)c2ccncc2)s1,-4%,10%,11,-5%,0%,1%,7%,5%,38%
Cc1[nH][nH]c(=O)c1N=Nc1ccc(Cl)cc1,-1%,4%,-7,4%,-7%,-19%,4%,2%,7%
Cc1c(C(=O)NNC(=O)c2csc(N3CCOCC3)n2)oc2ccccc12,6%,9%,-7,18%,5%,-23%,14%,-5%,50%[activator]
CN(C)CC(O)CN1C(=O)N(CN2C(=O)N(CC(O)CN(C)C)C(=O)C2(C)C)C(C)(C)C1=O (centres undefined),11%[57.1 µM],0%,1,23%[57.1 µM],12%,-12%,8%,0%,21%
Oc1ccccc1C(=S)N1CCCCC1,2%,3%,-28,8%,-6%,-13%,-9%,0%,-18%
CCC(=O)N1CCc2cc(S(=O)(=O)NCCCN3CCN(Cc4ccccc4)CC3)ccc21,2%[57.1 µM],1%,-1,-18%,-3%,-15%,-5%,-7%,35%
O=C(COC(=O)C1(c2ccc(F)cc2)CCCC1)Nc1ncc(C(F)(F)F)cc1Cl,-2%,2%,-5,10%,2%,-18%,-1%,-9%,30%
Cc1ccc2c(CC(=O)N3CCN(S(=O)(=O)c4ccc5c(c4)OCCO5)CC3)coc2c1,-4%,-3%,0,-4%,16%,-14%,-12%,0%,21%
O=C(O)Cn1cnc2sc3c(c2c1=O)CCCC3,-2%,-9%,-2,12%[57.1 µM],-3%,2%,18%,i,18%
Fc1ccc(NC(=S)N2CCCC2)cc1Cl,12%,8%,-10,24%,3%,-1%,14%,i,36%
CCCCN(Cc1ccccc1)S(=O)(=O)c1c(N)n(C)c(=O)n(C)c1=O,-7%,1%,5,-5%,-8%,-12%,3%,0%,16%
COc1cc(-c2nc(S(=O)(=O)c3ccccc3)c(N3CCOCC3)o2)cc(OC)c1OC,1%,6%,2,-7%[57.1 µM],0%,-6%,6%,9%,7%
CC(C)(C)c1nnc2sc(SCC(O)=C(C#N)c3nc4ccccc4[nH]3)nn2c1=O,-5%,-2%,5,2%,32%[activator],-17%,-11%,-7%,6%
CC(C)(CC(=O)c1ccccc1)CC(=O)c1ccccc1,1%,5%,-1,7%,0%,-21%,0%,-1%,84%[activator]
O=C(C1CCC1)N1CCCc2cc(S(=O)(=O)N3CCN(c4cccc(Cl)c4)CC3)ccc21,3%[57.1 µM],-3%,-3,14%[57.1 µM],4%,-5%,7%,i,25%[57 µM]
CCCCOc1ccc(S(=O)(=O)n2nc(C)c(S(=O)(=O)N3CCCCCC3)c2C)cc1,-3%[57.1 µM],0%,6,1%[57.1 µM],-7%,-29%,13%,2%,25%[57 µM]
COc1ccc(CN2CCNC(=O)C2CC(=O)NCCN2CCCCC2=O)c(F)c1 (centres undefined),3%,-9%,-1,-22%,-6%,-1%,-1%,-3%,44%[activator]
COc1ccc(NC(=O)Nc2nnc(-c3ccccc3F)s2)cc1,1%,-9%,0,16%,0%,-25%,-3%,-1%,18%
CCOC(=O)CC(=O)CSc1nc2ccc(OC)cc2cc1C,0%,-10%,0,12%,?,-17%,4%,7%,45%[activator]
Cc1cc(C)cc(NC(=S)Nc2cccc3ccccc23)c1,28%,20%,4,4%,4%,?,3%,-4%,-12%
CC(NS(C)(=O)=O)C(c1cccs1)N1CCN(c2ccccc2F)CC1 (centres undefined),5%[57.1 µM],5%,0,17%[57.1 µM],2%,-8%,20%,1%,20%
COc1nc(-c2ccccc2)ccc1-c1noc(-c2ccco2)n1,35%[57.1 µM],4%,-5,71%[activator][57.1 µM],20%,-18%,0%,-8%,?
O=C(Cn1cnc2ccccc21)c1ccc(Cl)cc1,-9%,-4%,-1,-13%,9%,-5%,1%,-1%,27%
C=C1CC[C@H](O)C/C1=C/C=C1\CCC[C@]2(C)[C@@H]([C@H](C)/C=C/[C@H](C)C(C)C)CC[C@@H]12,-11%,23%,2,-18%,-1%,-22%,-3%,i,4%
COc1ccc(C(=O)Nc2ccccc2C(=O)Nc2cc(C)ccn2)cc1,2%,0%,-14,-7%[57.1 µM],-2%,-4%,5%,-12%,72%[activator]
Cc1ccc(C(C)C)c(OCCN2CCc3ccccc3C2)c1,-5%[57.1 µM],3%,-1,-4%[57.1 µM],1%,-15%,5%,-5%,49%[activator]
O=C(CCNC(=O)c1ccco1)Nc1nc2ccccc2s1,-6%,2%,1,-5%,-1%,-1%,-8%,-1%,14%
S=c1[nH]nc(-c2cc(-c3ccco3)[nH]n2)n1-c1ccccc1,15%[57.1 µM],1%,-2,-9%[57.1 µM],2%,-11%,-1%,-5%,-1%
CCc1ccc(NC(=O)C2CCCN(S(=O)(=O)c3ccc(F)cc3)C2)cc1 (centres undefined),0%,-9%,3,8%,-2%,-24%,-5%,-3%,4%
Cc1cccc(NC(=O)c2ccc3c(c2)C(=O)N(Cc2cccnc2)C3=O)c1C,11%,-5%,3,11%,-1%,-12%,0%,-3%,17%
CCOc1cc(OCC)c(C(C)=O)cc1OCC,2%,-8%,-4,9%,8%,-2%,-3%,0%,9%
O=C(c1ccc(N2CCCC2=O)cc1)N1CCN(c2ccccc2F)CC1,5%,-11%,7,19%,-7%,-22%,-1%,-7%,19%
O=C(O)c1ccc(NS(=O)(=O)c2ccc3c(c2)C(=O)c2cc(S(=O)(=O)Nc4ccc(C(=O)O)cc4)ccc2-3)cc1,1%,-8%,1,5%,?,?,0%,0%,26%
CCCSc1ccc([C@H]2N[C@@](Cc3ccccc3)(C(=O)OC)[C@H]3C(=O)N(C)C(=O)[C@@H]23)cc1,8%[57.1 µM],-1%,5,16%[57.1 µM],?,10%,0%,7%,32%
O=C(C[n+]1cc(-c2ccc(Cl)cc2)n2c1CCC2)N1c2ccccc2Sc2ccccc21,-1%,1%,0,-11%,3%,-21%,-4%,-8%,17%
CCC(C(=O)OCC(=O)Nc1ccc(C)c(S(=O)(=O)N2CCOCC2)c1)c1ccccc1 (centres undefined),-15%,-3%,0,-2%,4%,-9%,-1%,-2%,13%

# From PubChem
